Source: PubChem
ER stress rescue: rescue of cells from ER stress-induced death, primary screen, 384-well, CSM14.1, thapsigargin, ATP luminescence (AID 1222) | CSM14.1 thapsigargin-induced death rescue, ATP luminescence; higher % means a stronger effect | one-dose cellular ATP content (survival), % at 20 µM; EC50 in µM for titrated hits | 190,000 tested, under 10 active;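 active = EC50 below 50 µM in the dose-response confirmation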;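 also: death triggered by thapsigargin at about 15 µM added after 2 h compound pretreatment; cell ATP read after overnight thapsigargin exposure of roughly 18 to 22 hours; normalized against plate controls of thapsigargin alone and 5% DMSO vehicle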
TNAP activators: stimulation of alkaline phosphatase TNAP activity – biochemical, luminescent, no phosphate acceptor, uHTS, primary screen (AID 1001) | purified TNAP, luminescent activation assay, no phosphate acceptor; higher activation fold means a stronger effect | 200,000 tested, 0.03% active | activation fold at 20 µM, or EC50 in µM where a hit was titrated; in the data active = activation fold from about 3, or a potency from the dose series; inactive = the rest, 99 in 100 with activation fold below about 1.6; also: many of its hits are not listed in these tables
M17LAP inhibition: P. falciparum M17LAP inhibitors, primary screen, biochemical, fluorogenic H-Leu-NHMec substrate, 1536-well (AID 1619); 220,000 tested, 0.38% active; recombinant M17LAP, H-Leu-NHMec fluorogenic kinetic assay; higher % means a stronger effect; one-dose inhibition, % at 30 µM; IC50 in µM for titrated hits;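 active = compound inhibiting the enzyme by more than half at any dose during confirmatory dose-response retesting; inconclusive = strong single-dose inhibitors picked by rank but not retested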;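 also: plate controls were full reaction with DMSO carrier for no effect and no enzyme background for full effect; strong numbers were not always called active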
LYP inhibition: PTPN22 lymphoid phosphatase activity blockers – biochemical, fluorescence intensity, uHTS (AID 1779). one-dose inhibition, % at 11.5 µM; IC50 in µM for titrated hits. 290,000 tested, 0.054% active. recombinant LYP phosphatase, fluorescence intensity; higher % means a stronger effect;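 also: plate controls were vehicle with enzyme for no effect and no enzyme for full effect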
PMI inhibition: human PMI inhibitors, high substrate, primary screen, biochemical, fluorescence intensity, high mannose 6-phosphate (AID 1220) | recombinant PMI enzyme, coupled fluorescence intensity; higher % means a stronger effect | one-dose inhibition, % at 20 µM; IC50 in µM for titrated hits | 190,000 tested, 0.66% active
P. falciparum M1AAP: malaria alanyl aminopeptidase activity blockers – biochemical, fluorogenic H-Leu-NHMec substrate, 1536-well (AID 1445); one-dose inhibition, % at 30 µM; IC50 in µM for titrated hits; 220,000 tested, 0.42% active; recombinant M1AAP, H-Leu-NHMec fluorogenic kinetic assay; higher % means a stronger effect;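 active = primary inhibition above the hit cutoff, then over 50% inhibition at one or more dose response concentrations, cut at about 23% in these data, passing the limit was not always enough; inconclusive = conflicting primary data, or primary hits not chosen for dose response; inactive = low primary inhibition, or under 50% at every dose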;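 also: plate controls were DMSO full reaction for no effect and no enzyme background for full effect; strong numbers were not always called active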
Myeloid diff MLP: promotes myeloid progenitor differentiation. ER-HoxA9 myeloid progenitors, lysozyme-GFP differentiation, flow cytometry. calls only at 10 µM. 360,000 tested, 1% active;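 active = normalized GFP-positive differentiation at or above the plate's own cutoff, the solvent-only control mean plus 3 SD; inconclusive = no clear call, values can overlap the other calls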;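 also: cells exposed to compound for four days before flow analysis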
XIAP antagonists: small molecules displacing peptide from XIAP – biochemical, IAP family, fluorescence polarization (AID 1018); XIAP BIR domain, fluorescence polarization peptide displacement; higher % means a stronger effect; one-dose displacement, % at 20 µM; IC50 in µM for titrated hits; 200,000 tested, 0.007% active; in the data active = displacement above about 50%; also: a part of the inactive calls stands beside numbers as strong as those of hits
PMI inhibitors: MPI enzyme activity inhibition – biochemical, fluorescence intensity, coupled assay, primary screen (AID 1209) | purified PMI enzyme, coupled fluorescence intensity; higher % means a stronger effect | one-dose inhibition, % at 20 µM; IC50 in µM for titrated hits | 190,000 tested, 0.42% active;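 also: plate controls were DMSO vehicle for no effect and wells lacking substrate for full effect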
Myeloid diff MLP GFP+ MAC1+ %: second read-out of Myeloid diff MLP, no call of its own (marks repeat the call); GFP+ MAC1+ double positive, %; measured here: differentiation confirmed by MAC1 staining
* hit, by the source's call; i = inactive; ? = inconclusive; · = not tested or not shown. Rule as the data show it, unless noted: active = inhibition above about 50%; inactive = the rest. The order is random (roughly 2.7% active in at least one column).

Preview, 2 compounds:
smiles	ER stress rescue	TNAP activators	M17LAP inhibition	LYP inhibition	PMI inhibition	P. falciparum M1AAP	Myeloid diff MLP	Myeloid diff MLP GFP+ MAC1+ %	XIAP antagonists	PMI inhibitors
O=C(CSc1ccc2c(c1)OCCO2)NCc1ccco1	1.5%	1.1	44.3%	-13.6%	13.4%	19.3%	i	1.0	0.3%	-16.6%
CCOC(=O)C(CC)(CCC(=O)O)c1csc(N)n1 (stereo not drawn)	-2.1%	1.1	-3.4%	-2.1%	-7.5%	-2.0%	i	0.9	-1.9%	-4.0%

The whole of this part, from the first entry:
smiles	ER stress rescue	TNAP activators	M17LAP inhibition	LYP inhibition	PMI inhibition	P. falciparum M1AAP	Myeloid diff MLP	Myeloid diff MLP GFP+ MAC1+ %	XIAP antagonists	PMI inhibitors
O=C(CSc1ccc2c(c1)OCCO2)NCc1ccco1	1.5%	1.1	44.3%	-13.6%	13.4%	19.3%	i	1.0	0.3%	-16.6%
CCOC(=O)C(CC)(CCC(=O)O)c1csc(N)n1 (stereo not drawn)	-2.1%	1.1	-3.4%	-2.1%	-7.5%	-2.0%	i	0.9	-1.9%	-4.0%
COc1ccc(-n2nc([N+](=O)[O-])c(=NCCC3=CCCCC3)n2O)cc1	-0.9%	1	1.8%	-4.1%	13.9%	8.1%	i	0.6	-4.6%	11.9%
CCCC(=O)OCC(=O)Nc1ccccc1Sc1ccccc1	-0.9%	1.1	3.0%	-2.9%	8.1%	2.0%	i	0.0	-6.4%	22.9%
CCOc1ccc(N=c2cc(-c3ccc(OC)cc3)oc3ccccc23)cc1	-0.1%	1.1	0.8%	1.9%	4.5%	-0.1%	i	1.6	-6.8%	12.5%
CCc1ccc(C(=O)COC(=O)C(Cc2ccccc2)NC(=O)C2CCC(C)CC2)cc1 (stereo not drawn)	-0.7%	1.1	3.0%	-7.9%	0.5%	1.2%	i	1.0	-2.4%	-2.4%
CCOc1ccc(CCNC(=O)C2CCC(=O)N2C2CCCCC2)cc1OCC (stereo not drawn)	0.8%	1.1	-8.6%	-6.9%	6.5%	-2.6%	i	5.9	-4.1%	-0.1%
COc1cc(CNC2CCCCC2)c(Br)cc1OC1CCCC1	0.3%	1.1	-2.4%	7.3%	5.9%	-0.5%	i	1.1	-11.4%	8.2%
O=C(NCC(=O)N(Cc1ccco1)C(C(=O)NC1CCCCC1)c1ccncc1)c1cccs1 (stereo not drawn)	·	·	-2.7%	-7.6%	·	-0.2%	i	0.5	·	·
CN(C)c1ccc(C(=O)N2CC(=O)N(CCc3ccccc3)C(=O)C2)cc1	-1.3%	1.1	6.6%	2.0%	0.6%	2.7%	i	0.6	-6.3%	-0.9%
O=C(COc1ccccc1Cl)NC(=S)N1CCc2ccccc21	-0.5%	1	11.4%	-2.9%	11.3%	5.5%	i	4.8	-4.3%	8.3%
COc1ccc(OC)c2c(C)cc(N3CCN(C(=O)c4ccc(F)cc4)CC3)nc12	-0.8%	1	-7.2%	3.5%	14.2%	6.3%	i	0.4	-5.0%	22.3%
CCCCNC(=O)c1onc(CSc2cc(C)cc(C)c2)c1C(=O)O	7.6%	1.1	11.4%	-2.9%	-4.0%	-0.7%	i	0.4	-0.4%	2.2%
O=C(NCc1ccc(-n2cccc2)cc1)c1cccc(F)c1	-1.1%	1	-8.7%	0.8%	3.2%	-2.3%	i	0.0	-8.6%	0.1%
COc1ccc2nc(NC(=O)C3CCN(S(=O)(=O)c4cccs4)CC3)sc2c1	-2.8%	1	-5.9%	4.6%	15.5%	-9.1%	i	1.1	-20.4%	22.6%
O=C1OC(c2ccccc2)/C(=C(/O)c2ccc(Cl)cc2)C1=O (stereo not drawn)	0.7%	1.1	22.9%	-5.1%	-18.0%	11.0%	i	2.0	-8.5%	-8.1%
CCCN1C(=O)/C(=C/c2ccco2)SC1=Nc1ccc(OC)cc1	1.2%	1	-0.8%	1.2%	-17.3%	8.8%	i	0.7	-6.9%	5.4%
O=C1c2cccc(OCc3ccc(F)cc3)c2CCN1Cc1ccccc1	2.5%	1.1	-0.2%	5.5%	-6.0%	0.9%	i	0.8	-2.5%	-1.3%
O=C(COC(=O)c1cccc(O)c1)NCc1ccc2c(c1)OCO2	·	·	12.2%	-4.9%	·	1.6%	i	0.3	·	·
CC(C)Cc1nc2n[nH]c(N)c2c2c1CCC2	1.5%	1.1	11.3%	-4.0%	-1.1%	5.5%	i	1.0	-1.1%	6.2%
O=c1cc(-c2ccc(Cl)cc2)[nH][nH]1	-1.5%	1.1	<1µM*	1.6%	25.3%	8.6%	i	0.4	-3.9%	25.5%
COc1ccc(C(=O)N/N=C/c2ccccn2)cc1OC	-2.1%	1.8	13.8%	0.8%	9.6%	-2.6%	i	0.4	-2.8%	14.4%
COc1ccc(C(=O)OCC(=O)Nc2ccc([N+](=O)[O-])cc2OC)c(O)c1	-0.5%	1	-8.6%	-15.1%	-88.5%	1.2%	i	0.0	-9.0%	-58.2%
Fc1ccc2nc3[nH]c4ccccc4c3nc2c1	1.0%	1.1	-9.6%	-0.6%	-0.9%	7.8%	i	0.5	-3.8%	-2.0%
O=C(CN1C(=O)C2C3CC(C(Br)C3Br)C2C1=O)Nc1ccc(C(=O)O)cc1 (stereo not drawn)	·	·	49.8%	-3.3%	·	62.5µM*	i	1.2	·	·
CC(O)C(NS(=O)(=O)c1ccc(Cl)cc1)C(=O)OCc1cc([N+](=O)[O-])cc2c1OCOC2 (stereo not drawn)	-0.5%	1.1	-2.5%	1.3%	3.7%	0.8%	i	1.1	-5.8%	2.1%
Nc1cc(=O)[nH]c(=S)n1-c1ccccc1	0.7%	1	-11.0%	-7.0%	-1.6%	5.3%	i	0.3	-1.7%	-5.9%
CCSc1nncn1/N=C/c1ccc(OC)c(OC)c1	-1.7%	1.1	9.8%	0.0%	2.1%	14.2%	i	1.5	0.7%	1.5%
COc1cc(C(=O)NCCC(C)C)c([N+](=O)[O-])cc1OC	0.1%	1.2	14.8%	-6.1%	-2.8%	7.8%	i	6.7	-1.4%	-2.0%
COc1ccc(C2/C=C\CN(C(=O)NC(C)C)CC(=O)N2Cc2ccc(F)cc2)cc1 (stereo not drawn)	·	·	7.2%	-2.9%	·	4.6%	i	2.8	·	·
Cc1ccc(N2CC(=O)N(NC(=O)Nc3ccc(Cl)c(Cl)c3)CC2=O)cc1	·	·	9.5%	-4.1%	·	4.7%	i	0.8	·	·
COc1cc(C(=O)Nn2c(O)c(C3=c4ccccc4=NC3=O)sc2=S)ccc1O	·	·	8.0%	-4.7%	·	?	i	0.7	·	·
Cc1cccc(-n2c(SCCC(=O)O)nnc2-c2cccs2)c1C	-2.6%	1	36.3%	-5.9%	-7.2%	-3.2%	i	0.5	-6.0%	-1.5%
O=C(Nc1ccc2[nH]c(=S)sc2c1)Nc1ccccc1F	·	·	14.3%	0.5%	·	14.6%	i	0.9	·	·
CCOC(=O)Cc1csc(NC(=O)CSc2nnc(C(C)C)n2CC)n1	-2.7%	1.1	8.7%	-3.2%	8.6%	8.6%	i	0.6	-5.9%	0.1%
Cc1onc(-c2ccccc2Cl)c1C(=O)Oc1cc(N)n(S(=O)(=O)c2ccc(F)cc2)n1	-1.6%	1	0.1%	-3.7%	24.6%	5.9%	i	0.6	-11.1%	27.4%
CCOC(=O)N/N=C\c1ccc(C)s1	1.7%	0.9	4.0%	-2.8%	-7.4%	6.2%	i	0.4	-8.4%	-7.2%
O=C(Nc1ccc(-c2noc(CCc3ccccc3)n2)cc1)c1cccnc1	1.0%	1	-3.9%	0.9%	24.7%	10.3%	i	0.1	-0.7%	26.8%
FC(F)(F)c1cccc(CNC(=S)Nc2ccccc2)c1	1.3%	1	4.2%	1.5%	24.7%	8.6%	i	0.9	-1.4%	12.4%
CC1=NN(C(=O)Cn2nc([N+](=O)[O-])cc2C)C(O)(C(F)(F)F)C1 (stereo not drawn)	-0.7%	1	17.4%	-2.3%	7.2%	2.5%	i	0.1	-1.6%	6.7%
CC(=O)c1c(C)[nH]c(C(=O)NCCCN2CCCC2)c1C	-2.6%	1.1	6.9%	1.7%	-5.2%	4.2%	i	0.6	-3.2%	-0.9%
O=C1CC(N2CCN(S(=O)(=O)c3ccccc3)CC2)C(=O)N1c1ccccc1 (stereo not drawn)	·	·	-2.9%	0.8%	·	-6.5%	i	0.2	·	·
COc1ccc(CNC(=S)Nc2ccc(F)c(Cl)c2)cc1OC	-0.3%	1.2	3.0%	-2.0%	1.6%	-0.5%	i	0.4	-2.4%	0.0%
O=C(CN1CCC(n2nnc3cc(F)ccc32)CC1)Nc1ccccc1N1CCOCC1	-0.7%	1.1	-0.2%	-6.4%	-1.6%	-1.9%	i	7.3	-0.6%	3.7%
N/C(=N\OC(=O)c1cccc(Br)c1)c1ccncc1	-1.9%	1.2	-4.7%	-5.4%	8.1%	-1.6%	i	0.3	-9.3%	9.1%
Cc1ccc(S(=O)(=O)Nc2cc(-c3ccc(Cl)cc3)nn2C)cc1	·	·	-6.2%	-2.9%	·	4.7%	i	0.4	·	·
O=C1CCCN1CCCNC(=S)Nc1ccc(Nc2ccccc2)cc1	-1.9%	1	2.5%	6.9%	14.0%	2.5%	i	0.7	-14.2%	5.2%
CCOc1ccc(NC(=S)Nc2ccc3nsnc3c2)cc1	-1.4%	1	41.3%	-0.2%	16.2%	3.4%	?	·	-1.4%	46.4%
CCCCOCCCNC(=O)N[C@H](C(=O)OC)C(C)CC (stereo partly drawn)	·	·	3.4%	-8.2%	·	-2.6%	i	1.0	·	·
CC(c1ccon1)N(C)C(=O)CCc1nnc(C2(c3ccc(Cl)cc3)CCC2)o1 (stereo not drawn)	0.9%	1.1	-3.5%	-2.4%	3.1%	3.6%	i	0.7	-4.4%	9.7%
Cc1cnc(C(=O)Nc2ccc(C(=O)N(C)C3CCCCC3)cc2)cn1	-1.6%	1.1	·	-9.1%	13.5%	·	·	·	-7.2%	8.8%
COc1ccccc1-n1c(CNc2c(C)cccc2C)nnc1SCC(=O)N1CCOCC1	0.3%	1.1	-1.5%	0.0%	2.0%	0.0%	i	0.6	-0.7%	3.7%
O=C(NCc1ccccn1)C1CCCN(S(=O)(=O)c2ccc(Br)cc2)C1 (stereo not drawn)	-3.8%	0.9	11.2%	0.0%	-5.9%	10.8%	i	0.8	-4.3%	-0.9%
O=S(=O)(c1ccccc1)c1cnc(-c2cccnc2)nc1-c1ccc(Cl)cc1Cl	-0.6%	1.1	-2.1%	1.2%	17.8%	13.5%	i	3.8	-1.4%	17.1%
CCOC(=O)CSc1nc2c([nH]c3ccccc32)c(=O)n1C	0.8%	1.1	7.4%	0.9%	3.8%	10.5%	i	1.1	-4.8%	5.2%
